Assay outcomes: PubChem, NCI
mlh1 rad18 – NCI yeast anticancer drug screen, S. cerevisiae mlh1 rad18 strain. % growth inhibition at 50 µM. actives 11% (n = 79,000); in the data active = growth inhibition above about 70%;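 also: 0% = growth of vehicle-only cultures of the same strain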
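Genetically defined yeast (DNA repair-deficient) exposed to compounds; growth inhibition determined relative to vehicle.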
An asterisk follows results filed as active. These rows are one share of the data; rates above refer to the full screens.

SMILES | mlh1 rad18
C=C1c2cccc(O)c2C(O)=C2C(=O)[C@]3(O)C(O)=C(C(N)=O)C(=O)[C@@H](N(C)C)[C@@H]3[C@@H](O)[C@H]12 | 8
